NALP1 yeast inh: blocks the NALP1 inflammasome reconstituted in yeast; S. cerevisiae NALP1/ASC/caspase-1 growth, X-gal OD620, 72 h; inhibition, % at 10 µM; actives 0.61% (n = 280,000); AID 2071; in the data active means inhibition mostly above about 24%, no sharp cut-off; inactive means mostly below about 32%; further: some compounds called inactive have numbers as strong as hits
M18AAP inhibitor: blocks P. falciparum M18 aspartyl aminopeptidase; AID 1822; recombinant PfM18AAP, H-Glu-NHMec fluorogenic cleavage; inhibition, % at 7.35 µM; actives 1.2% (n = 290,000);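 active means inhibition above the campaign mean inhibition over all tested compounds plus 3 SD, cut at about 28% in these data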;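 further: 0% = plate median of test compound wells and 100% = 2 mM ZnCl2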
DNA FID counter: counter-screen for HCV NS3 helicase inhibitors: DNA intercalator displacement; DNA fluorescent intercalator displacement, fluorescence; actives 0.17% (n = 290,000); inhibition, % at 7.9 µM; AID 1845; in the data active means inhibition above about 37%;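 further: 0% = vehicle and 100% = reference compound; higher means more ethidium bromide displaced from hairpin DNA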
MEKK2mut PB1 HTS: signal of MEK5 binding to mutant human MEKK2 PB1 domain. actives 0.35% (n = 290,000). bead flow cytometry, Alexa488-MEK5 binding to MEKK2 mutant. percent response, % at 10 µM; in the data active means percent response above about 24%, passing the limit was not always enough; further: inactives centre near 1; some results filed as inactive read as strong as hits; reference of the scale not given here
MEKK2wt PB1 HTS: raises or lowers MEK5 binding to wildtype human MEKK2 PB1 domain. Q9Y2U5. bead flow cytometry, Alexa488-MEK5 binding to MEKK2 WT; actives lie on both sides. binding response (% of control), % at 10 µM. actives 1.1% (n = 290,000); in the data active means binding response below about 67% or above about 130%
PHOSPHO1 inh: PHOSPHO1 (human) inhibition | recombinant PHOSPHO1, absorbance phosphatase assay | AID 1565 | Q8TCT1 | inhibition, % at 13.3 µM | actives 1.1% (n = 290,000); in the data active means inhibition above about 60%
Target sequence (Q8TCT1 whole entry, looked up): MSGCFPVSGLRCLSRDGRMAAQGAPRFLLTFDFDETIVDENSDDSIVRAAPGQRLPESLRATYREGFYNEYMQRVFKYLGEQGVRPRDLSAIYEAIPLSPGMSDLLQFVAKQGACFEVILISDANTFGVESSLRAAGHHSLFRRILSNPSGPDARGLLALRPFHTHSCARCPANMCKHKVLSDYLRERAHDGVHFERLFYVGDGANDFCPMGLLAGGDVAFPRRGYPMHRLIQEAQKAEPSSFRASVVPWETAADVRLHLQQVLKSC
OXTR agonist: activates the human oxytocin receptor; CHO-OTR cells, Fluo-8 calcium fluorescence; normalized: DMSO 0%, oxytocin 100%; activation, % at 3 µM; actives 0.32% (n = 320,000); AID 2435;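 active means activation above the mean of all tested compounds plus 3 SD, cutoff set per screening run, cut at about 20% in these data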;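 further: peak over basal fluorescence ratio from a 100 s FLIPR kinetic read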
Target sequence (P30559 whole entry, looked up): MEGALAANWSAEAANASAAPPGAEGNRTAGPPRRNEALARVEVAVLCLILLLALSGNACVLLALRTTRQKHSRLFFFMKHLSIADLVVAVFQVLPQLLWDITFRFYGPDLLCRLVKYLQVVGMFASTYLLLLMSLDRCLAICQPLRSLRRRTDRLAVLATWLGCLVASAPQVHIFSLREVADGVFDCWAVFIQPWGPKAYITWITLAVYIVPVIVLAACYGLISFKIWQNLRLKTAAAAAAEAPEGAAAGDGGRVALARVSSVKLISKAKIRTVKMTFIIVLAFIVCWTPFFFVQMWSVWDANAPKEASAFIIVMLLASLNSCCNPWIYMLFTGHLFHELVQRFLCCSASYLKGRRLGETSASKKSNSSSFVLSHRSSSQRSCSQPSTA
GPR7 antag: antagonists of human GPR7 (neuropeptides B/W receptor 1); P48145; GPR7-expressing cells, fluorescence antagonist assay; inhibition, % at 4.4 µM; actives 1.1% (n = 290,000); AID 1861; in the data active means inhibition above about 16%, passing the limit was not always enough;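 further: cells stimulated with the agonist NPW; 0% = agonist with vehicle and 100% = vehicle without agonist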
Target sequence (P48145 whole entry, looked up): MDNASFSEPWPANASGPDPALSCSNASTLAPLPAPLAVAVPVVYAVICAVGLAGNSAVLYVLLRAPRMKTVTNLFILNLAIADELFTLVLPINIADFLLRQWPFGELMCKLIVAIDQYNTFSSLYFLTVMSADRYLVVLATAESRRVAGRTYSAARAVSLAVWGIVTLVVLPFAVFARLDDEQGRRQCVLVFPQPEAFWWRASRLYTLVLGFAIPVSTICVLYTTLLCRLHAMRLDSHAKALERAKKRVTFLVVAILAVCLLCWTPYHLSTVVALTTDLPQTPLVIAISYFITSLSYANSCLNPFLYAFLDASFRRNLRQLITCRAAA
MEKK3 PB1 HTS: MEKK3-MEK5 PB1 interaction, increase or decrease. Q99759. binding response (% of control), % at 10 µM. bead-based flow cytometry, Alexa488-MEK5 binding to MEKK3; actives lie on both sides; 0 = blocked by unlabeled MEK5, 100 = vehicle. AID 1529. actives 1.4% (n = 290,000);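 active means binding response more than 3 SD above or below the average of its plate-row segment, actives on both sides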;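 further: Alexa488 bead fluorescence after subtracting the streptavidin-only scavenger bead signal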
Numbers without * were called inactive; nt = not tested or not shown.

SMILES	NALP1 yeast inh	M18AAP inhibitor	DNA FID counter	MEKK2mut PB1 HTS	MEKK2wt PB1 HTS	PHOSPHO1 inh	OXTR agonist	GPR7 antag	MEKK3 PB1 HTS
CCc1nn(C(C)C(=O)NC2CCCCCC2)c(=O)c2cc3occc3n12 (stereo unspecified)	17	4	-33	2	105	33	1.6	-4	101
COc1ccc(-c2ccc(SCC(=O)NCc3ccc4c(c3)OCO4)nn2)cc1OC	7	5	-7	-1	103	43	-1.3	-2	91
CCC(CC)Nc1ccc(C(CC(N)=O)NC(=O)Cc2cccc3ccccc23)cc1[N+](=O)[O-] (stereo unspecified)	1	4	-25	-1	99	-7	-0.6	-8	104
COc1ccccc1OCC(=O)Nc1ccc(S(=O)(=O)Nc2nc(C)cc(C)n2)cc1	6	-1	-23	0	99	-1	-0.1	-6	105
CCCCCCN(C(=O)CCCCCN1C(=O)NC(c2ccc(C3CCCCC3)cc2)C(C(=O)OCc2ccccc2)=C1C)C(C(=O)NCCCC)c1ccc(OCC(=O)OC)c(C(=O)OC)c1 (stereo unspecified)	18	nt	nt	2	82	31	nt	nt	88
CC(C)NC(=O)c1ccccc1S(=O)(=O)c1ccccc1C#N	5	-1	0	2	101	-7	-0.4	3	100
CCc1cc2cc(C(=O)N3CCN(c4ccccc4)CC3)sc2s1	4	-2	-3	5	109	15	-1.2	5	105
COCCSc1ccccc1C(=O)Nc1ccc([N+](=O)[O-])cc1OC	-3	2	-5	7	107	64*	-2.2	-5	108
Cc1cc(C(=O)NC(C)c2ccncc2)cs1 (stereo unspecified)	nt	-2	2	-5	98	29	0.3	4	100
COc1cc2ccccc2cc1C(=O)Nc1ccc(O)cc1	5	5	-4	0	103	34	7.3	-4	103
CCN(C(=O)c1ccc(NC(C)=O)cc1)c1ccccc1C	36	6	-13	5	110	23	0.8	4	109
Cc1ccc(NC(=O)Cn2c(=O)c3cccn3c3ccccc32)cc1	20	5	-10	-9	97	23	1.6	2	97
N=C1C(c2nc3ccccc3[nH]2)=C(O)CN1C1CCCCC1	4	7	-2	2	106	12	-1.0	-7	102
CCN(c1ccc(NC(=O)CN2C(=O)NC3(CCOc4ccccc43)C2=O)cc1)C(C)C (stereo unspecified)	3	-19	9	-1	102	57	1.6	2	99
Cc1ccc(C2CC(C(F)(F)F)n3nc(C(=O)NCc4c(C)nn(C)c4C)c(Cl)c3N2)cc1 (stereo unspecified)	20	-7	-40	0	100	-33	0.9	3	101
O=C(Nc1ccc2[nH]c(=O)[nH]c2c1)c1cccc([N+](=O)[O-])c1	13	1	2	2	102	46	0.0	-8	104
COc1ccc(OC)c(S(=O)(=O)CC(O)CS(=O)(=O)c2ccccc2)c1 (stereo unspecified)	17	-1	-8	-5	97	38	0.2	-9	99
Cc1ccc(N(CC(=O)NCc2ccc3c(c2)OCO3)C(=O)c2csnn2)cc1	10	1	-15	-1	99	27	0.0	-16	99
CCCCn1c(O)c(N=NC(=O)c2ccncc2)c2cc(Br)ccc21	23	15	-1	2	99	0	0.3	-2	110
c1cncc(-c2ccnc3ncnn23)c1	33	-9	1	2	102	4	1.3	-14	100
O=C(NCC1OCCCN1S(=O)(=O)c1ccc(F)cc1)C(=O)NC1CCCC1 (stereo unspecified)	3	-15	-19	4	106	-134	-0.9	-5	100
CC(=O)c1cn(C(=O)c2ccc(Cl)cc2)c2ccccc12	3	0	-2	1	99	28	0.8	-4	100
CCN(Cc1ccccc1)S(=O)(=O)c1cc(C(=O)c2c(N)n(C)c(=O)n(C)c2=O)ccc1OC	15	-6	-22	-14	77	17	0.2	-20	92
CC1=NN(c2cccc(Cl)c2)C(=O)C1	nt	8	-3	0	106	6	1.6	-1	102
C[C@@]1([C@@H](NC(=O)c2cccs2)c2ccc(-c3ccccc3)cc2)C[C@H]1C1CCCCC1	14	1	-2	-4	91	30	2.3	-10	97
O=[N+]([O-])c1cccc(-c2nc3ccccc3s/c2=N/O)c1	15	-8	13	-3	94	-1	-0.7	31	104
Cc1cccc(NC(=O)C2CCCN(S(=O)(=O)c3c(C)nn(C)c3C)C2)n1 (stereo unspecified)	32	-3	-4	2	103	-6	0.2	-1	101
COCCn1c(=S)[nH]c2cc(C(=O)N3CCCC(C)C3)ccc2c1=O (stereo unspecified)	-3	4	-44	0	98	49	8.2	-10	102
OCCC1CN(Cc2cn[nH]c2C2CCCCC2)CCN1C1CCCCC1 (stereo unspecified)	13	-15	8	3	104	-10	-0.2	-2	102
Cc1nn(Cc2ccccc2Cl)c(C)c1C(=O)N1CCN(c2ccccc2)CC1	-4	1	-33	2	106	6	5.0	4	103
O=C1C2CC=CCC2C(=O)N1Cc1ccccc1Cl (stereo unspecified)	33	-3	-3	-3	99	3	-1.4	-9	99
CCOc1ccc2nc(C(=O)N3CCCC(C)C3)sc2c1 (stereo unspecified)	30	-4	-16	-2	95	8	-3.0	-9	101
O=C(c1cnccn1)N1CCN(c2ccccc2)CC1	7	-8	2	nt	nt	27	0.8	-5	nt
O=C(CSc1ncccn1)N1CCCc2ccccc21	0	2	-2	-10	88	-3	1.7	-8	96
CCCc1cc(=O)oc2cc(C)cc(OC(C)C(=O)NCC(O)c3ccccc3)c12 (stereo unspecified)	24	-2	-32	3	104	18	-1.8	-3	103
Cc1cccc(NC(=O)C2(c3ccccc3)CC2(Cl)Cl)c1 (stereo unspecified)	-8	-14	-5	-1	98	-33	-3.0	-5	98
CCOC(=O)CN1C(=O)S/C(=C/c2cc(C)n(-c3ccccn3)c2C)C1=O	-1	7	-4	3	98	19	0.1	-15	103
COC(=O)C1=C(C)NC(=O)C1(NC(=O)c1cccnc1)C(F)(F)F (stereo unspecified)	-73	0	-4	nt	nt	-7	0.3	-4	nt
N#C/C(=C/c1ccc(-c2cc([N+](=O)[O-])ccc2Cl)o1)C(N)=O	nt	-2	5	-3	95	38	-0.3	-2	81
O=C(OCCOCCN=C1NS(=O)(=O)c2ccccc21)c1ccccc1Br	17	-13	-9	-6	99	28	3.0	0	104
CCCS(=O)(=O)c1nc(S(=O)(=O)c2ccc(C)cc2)c(NCCN2CCOCC2)s1	5	1	-19	nt	nt	-84	0.6	1	nt
CCC1CCCCN1CCCNC(=O)Cn1ncc2c(C)n(Cc3ccccc3Cl)c(C)c2c1=O (stereo unspecified)	18	6	-2	9	125	12	-1.5	-6	104
O=C(CSc1nnc(Cc2ccccc2)o1)Nc1ccc(Br)cn1	8	-1	-5	1	99	1	0.7	-10	102
CCc1nnc(NS(=O)(=O)c2ccc(NC(=S)NC(=O)/C=C/c3ccccc3)cc2)s1	6	0	-24	-2	91	-8	-0.7	1	83
O=C(Cc1ccccc1[N+](=O)[O-])N/N=C/c1cccnc1	10	-8	0	7	107	23	-0.8	-11	104
COc1ccc2oc(=Nc3ccccc3)c(-c3nc4ccccc4[nH]3)cc2c1	47	0	2	18	111	-6	2.0	1	101
O=C(Cn1nc([N+](=O)[O-])nc1Br)NC1CCCCC1	-3	1	4	-2	99	24	1.4	-7	99
C[C@H](NC(=O)OC(C)(C)C)C(=O)N/N=C/C1=Cc2ccccc2OC1	21	6	-24	-16	64	32	-1.0	13	56
Cc1cccc(NC(=O)c2cccc(N3C(=O)C4C5CCC(C5)C4C3=O)c2)c1C (stereo unspecified)	21	-1	-20	-8	90	50	3.5	-10	92
Cc1cc(C)n(/N=C/c2cccc([N+](=O)[O-])c2)c(=O)c1	32	-7	1	2	100	-6	-1.0	2	105
CC1CCN(C(=O)c2ccc3c(c2)OCO3)CC1	12	-5	-8	6	104	23	0.0	-3	99
O=C(CSc1nnc(C2COc3ccccc3O2)o1)NC1CCCCC1 (stereo unspecified)	42	0	-12	0	96	2	-0.8	4	99
COc1cc(/C=N/OCC(=O)NC23CC4CC(CC(C4)C2)C3)ccc1OCc1ccccc1	12	-11	-24	6	130	-9	-0.2	-3	103
O=c1c2c3c(sc2n2cnnc2n1CCc1ccccc1)CCCC3	nt	0	-2	2	91	6	-0.7	-11	92
CCN(Cc1ccncc1)C(=O)c1ccc(Br)o1	12	0	-3	-3	101	17	0.9	-4	98
COc1ccc2oc(-c3ccc(NC(=O)c4ccc(N5CCOCC5)c([N+](=O)[O-])c4)cc3)nc2c1	33	-2	0	-1	103	-36	1.4	-5	98
CCOc1ccc(NC(=O)CSc2nc3ccccc3nc2N2CCOCC2)cc1	7	-7	-44	-3	93	0	-2.8	12	101
CC(=O)Nc1ccc(S(=O)(=O)NCC(=O)OCC(=O)NC(=O)C2CCCCC2)cc1	17	2	0	0	100	1	0.1	-13	104
CN1CCN(c2ccc(NC(=O)N3CCc4ccccc43)cc2)CC1	15	1	1	8	110	nt	0.7	-9	107
CCOc1ccc(S(=O)(=O)N2c3ccccc3CC2C)cc1 (stereo unspecified)	57	-6	-12	0	106	-16	-1.3	3	106

Part of the list above in order of SMILES length, rising.
SMILES	NALP1 yeast inh	M18AAP inhibitor	DNA FID counter	MEKK2mut PB1 HTS	MEKK2wt PB1 HTS	PHOSPHO1 inh	OXTR agonist	GPR7 antag	MEKK3 PB1 HTS
CCOc1ccc(S(=O)(=O)N2c3ccccc3CC2C)cc1 (stereo unspecified)	57	-6	-12	0	106	-16	-1.3	3	106
CCOc1ccc(NC(=O)CSc2nc3ccccc3nc2N2CCOCC2)cc1	7	-7	-44	-3	93	0	-2.8	12	101
C[C@H](NC(=O)OC(C)(C)C)C(=O)N/N=C/C1=Cc2ccccc2OC1	21	6	-24	-16	64	32	-1.0	13	56

Next compounds.
SMILES	NALP1 yeast inh	M18AAP inhibitor	DNA FID counter	MEKK2mut PB1 HTS	MEKK2wt PB1 HTS	PHOSPHO1 inh	OXTR agonist	GPR7 antag	MEKK3 PB1 HTS
O=C(COc1nsnc1N1CCOCC1)Nc1cccc(Cl)c1	17	2	-15	-1	102	48	3.3	9	100
CCCC(=O)Nc1cccc(NC(=O)CN2CCN(c3ccccc3OC)CC2)c1	34	0	-17	4	102	5	nt	-10	101
COc1ccccc1NC(=O)Nc1ccc2[nH]c(=O)[nH]c2c1	11	-6	-2	-4	99	42	0.4	-3	103
COc1ccc(C(=O)Nc2nc3ccc(S(C)(=O)=O)cc3s2)cc1OC	-2	-2	-5	1	98	28	0.0	-12	100
Cc1cccc(CC(=O)Nc2ccc(C(=O)N3CCOCC3)cc2)c1	5	-2	-16	-3	98	10	-0.6	12	99
Cc1cc(C(F)(F)F)nn1CC(=O)N1CCCC1	2	2	-1	10	103	-29	0.8	-9	102
CN=C1S/C(=C\c2ccc(Sc3ccc(Cl)cc3)o2)C(=O)N1C	9	-11	-5	6	103	7	nt	2	104
CC(C)(C)[C@@H]1C=C(C(=O)N2CCN(Cc3ccccc3)CC2)O[C@H](OCCCCO)C1	-4	-2	-29	8	107	26	-0.6	-2	95
COc1ccc(NC(=O)c2ccc3c(=O)n(Cc4ccco4)c(=S)[nH]c3c2)c(OC)c1	11	-4	0	0	102	58	-0.1	0	102
NC(=O)c1ccc2nc(NC(=O)c3ccc(N)cc3)sc2c1	-12	3	4	-13	64	24	nt	-6	61
COc1cc(OC)c(C(=O)OCC(=O)N2CC(=O)Nc3ccccc32)cc1OC	16	0	-20	-11	87	-4	0.2	-9	95
COc1ccc(C(=O)NNC(=O)Nc2ccc(C)cc2)cc1	14	45*	-4	4	98	0	-1.4	-8	103
Clc1ccc(OCCCN2CCc3ccccc3C2)c(Br)c1	3	1	16	20	134*	24	-0.1	7	105
CC1CCCN(C(=O)C(Cc2ccccc2)n2cccc2)C1 (stereo unspecified)	-2	2	-12	13	105	11	-1.7	-10	106
O=C(CSc1ccccc1Cl)NC1CCCc2ccccc21 (stereo unspecified)	18	3	-19	24	107	-4	-2.1	-1	107

Entries above printed as active in PHOSPHO1 inh:
structure	NALP1 yeast inh	M18AAP inhibitor	MEKK2mut PB1 HTS	MEKK2wt PB1 HTS	PHOSPHO1 inh	GPR7 antag	MEKK3 PB1 HTS
COCCSc1ccccc1C(=O)Nc1ccc([N+](=O)[O-])cc1OC	-3	2	7	107	64*	-5	108
